Compound activity from PubChem BioAssay.
Pyk2 oligo antag: antagonists of human Pyk2 oligomerization; Q14289; Q293 cells, Pyk2 FERM NanoBiT luminescence; active compounds read low; z-score (the deposit names both 25 µM and 10 µM); 99,000 compounds, 0.83% hits; AID 1347419;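 active = Z-score of -3 or lower, scaled per plate to the spread of control and sample wells; inactive = z-score above -3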;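 note: negative z-score means lost luminescence so less FERM oligomerization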
H69AR inhibit: blocks growth of human H69AR lung tumor cells | H69AR lung tumor viability, ATP luminescence, 72 h; active compounds read low | viability, % at 10 µM | 85,000 compounds, 6% hits | AID 598;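 active = viability at or below 40%; inactive = viability above 40%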;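 note: multidrug resistant small cell line overexpressing MRP-1 efflux transporter; 100% = mean luminescence of untreated control wells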
HUVEC prolif 384: inhibitors of human endothelial cell proliferation; HUVEC proliferation, CellTiter-Glo luminescence, 72 h; active compounds read low; viability, % at 10 µM (by protocol); 86,000 compounds, 1.1% hits;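 active = viability at or below 30%; inactive = viability above 30%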;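 note: 100% = median luminescence of DMSO-only cell control wells on each plate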
F-actin modifier: alters cytoskeleton assembly in HUVEC cells | HUVEC TNFa F-actin phalloidin imaging, high content | inhibition, % at 2 µM | 91,000 compounds, 0.18% hits;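 active = inhibition above the batch mean plus 3 SD and confirmed as a hit by visual image inspection, cut at about 30% in these data, passing the limit was not always enough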; note: strong numbers were not always called active
Lung fibro prol: blocks proliferation of human lung fibroblasts; 85,000 compounds, 1.1% hits; LL 47 human lung fibroblast viability, ATP luminescence; active compounds read low; viability, % at 10 µM; AID 719;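 active = viability at or below 50% in the single dose screen; inactive = viability above 50%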;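 note: compound exposure lasted 72 h before the ATP readout; 100% = median luminescence of untreated cell-only wells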
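material = human LL 47 lung fibroblast cells | dosing = compounds added from tenfold dosing solution, 0.1% DMSO final | timing = overnight cell rest, 72 h compound treatment at 37 °C | measured by = CellTiter-Glo luminescence measuring cellular ATP | evaluation = % viability versus median cells-only luminescence | control set = cell-only wells, no compound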
VCAM1 TNFa inh: reduces TNF alpha induced VCAM1 expression in HUVEC; HUVEC TNFa-induced VCAM-1 immunofluorescence, high-content imaging; inhibition, % at 2 µM; 95,000 compounds, 0.48% hits; AID 802;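 active = inhibition above the batch mean plus 3 SD, with images confirmed as a hit by eye, cut at about 37% in these data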;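 note: 0% = TNF-stimulated DMSO wells and 100% = unstimulated control wells; not every result past the cut was called active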
TNFa cytotox: toxic to HUVEC cells under TNF alpha stimulation; HUVEC TNFalpha-stimulated, Hoechst cell count, imaging; 93,000 compounds, 0.17% hits; cell count reduction, % at 2 µM; AID 848;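 active = cell count reduction exceeding the screen mean by over 5 SD, scaled to untreated wells per plate, cut at about 78% in these data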;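 note: cells counted after 24 h of TNF alpha exposure following the 1 h pretreatment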
HUVEC tox IL1B: toxic to HUVEC cells under IL-1B stimulation. AID 845. HUVEC cell count loss, Hoechst imaging, IL-1B stimulated. cell count reduction, % at 2 µM. 94,000 compounds, 0.41% hits;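 active = cell count reduction more than 3 SD above the screen-wide mean, cut at about 70% in these data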;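 note: normalized per plate to untreated control cells as the no-loss baseline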
Smad3 inh: blocks human Smad3 binding to FoxH1 peptide. P84022. TR-FRET Smad3/Dy647-FoxH1 peptide binding, europium anti-His. inhibition, % at 25 µM. 88,000 compounds, 0.29% hits. AID 630;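 active = compounds that reduce the energy-transfer binding signal between the protein and its labelled peptide by more than half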;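 note: 0% = Smad3 plus labelled peptide maximal FRET and 100% = peptide-only background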
Target sequence (P84022 whole entry, looked up): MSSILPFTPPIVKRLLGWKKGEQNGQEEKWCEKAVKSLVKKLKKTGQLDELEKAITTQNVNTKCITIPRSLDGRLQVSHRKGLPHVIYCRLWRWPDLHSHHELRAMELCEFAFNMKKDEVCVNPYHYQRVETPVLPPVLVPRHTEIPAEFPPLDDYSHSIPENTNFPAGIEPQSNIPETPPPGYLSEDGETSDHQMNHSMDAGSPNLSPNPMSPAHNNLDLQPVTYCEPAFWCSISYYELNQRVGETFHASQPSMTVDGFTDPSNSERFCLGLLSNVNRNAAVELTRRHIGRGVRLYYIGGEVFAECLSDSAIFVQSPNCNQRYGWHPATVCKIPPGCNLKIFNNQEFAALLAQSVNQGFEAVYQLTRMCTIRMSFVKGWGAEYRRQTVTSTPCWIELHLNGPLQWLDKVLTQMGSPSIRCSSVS
* = called active by the depositor; . = no result given; [ ] = remark or other dose. Not all compounds are listed; the hit share may differ from the screen's.

SMILES | Pyk2 oligo antag | H69AR inhibit | HUVEC prolif 384 | F-actin modifier | Lung fibro prol | VCAM1 TNFa inh | TNFa cytotox | HUVEC tox IL1B | Smad3 inh
S=C1NC2=C(CCCC2)C2(CCCCC2)N1 | 0.49 | 91 | 97 | 2 | 97 | 20 | -1 | 33 | -1
C/C(=N/NC(=O)c1cn(-c2cccc(C)n2)cn1)c1ccc(C)cc1 | -0.04 | . | . | 4 | . | -18 | 0 | 0 | .
O=C(NCCc1csc(-c2ccccc2)n1)c1cccs1 | . | 90 | 93 | 12 | 100 | -2 | 15 | 29 | 4
CCOC(=O)C1CCCC(NS(=O)(=O)c2ccc(NC(C)=O)cc2)C1 (stereo not drawn) | -0.6 | 108 | 102 | -23 | 103 | 1 | -16 | -4 | 2
CCc1cccc(C)c1NC(=O)CN1C(=O)c2ccccc2S1(=O)=O | . | 101 | 107 | . | 105 | . | . | . | -5
CCCS(=O)(=O)c1nc(S(=O)(=O)c2ccc(C)cc2)c(NCCN2CCOCC2)s1 | -0.54 | 99 | 89 | 10 | 90 | -1 | -16 | -2 | 0
CN1/C(=C/C(=O)c2nc(S(C)(=O)=O)ncc2Cl)C(C)(C)c2ccccc21 | -3.8* | 0.6* | 24 | 0 | 19* | -9 | 17 | -2 | -2
Cc1ccc(C(C(=O)NC2CCCC2)N(C(=O)c2csnn2)C2CCCC2)o1 (stereo not drawn) | 0.26 | 96 | 107 | -11 | 93 | 20 | -19 | -36 | 6
CC1CCN(C(=O)CSc2ccc3nnc(-c4cccc(F)c4)n3n2)CC1 | . | 86 | 95 | . | 99 | . | . | . | 2
CCC(=O)OCc1c(C(F)(F)F)nn(C)c1Sc1ccc(F)cc1 | -0.32 | . | . | 4 | . | -6 | -15 | 13 | .
c1ccc(N2CCN(c3ncnc4scc(-c5cccs5)c34)CC2)cc1 | -1.9 | 48 | 66 | -10 | 89 | 1 | -5 | -28 | -1
O=C(NCCCN1CCOCC1)c1cc2c(s1)CCCC2 | -0.8 | 70 | 92 | . | 100 | -16 | -25 | -61 | 11[fluorescence artefact?]
COC(=O)/C(=C\Nc1cccc(Cl)c1C)c1ncc(C(F)(F)F)cc1Cl | -0.12 | 58 | 72 | 22 | 84 | 10 | 19 | 6 | 6
COc1ccc(-c2c(C#N)c(SCc3c(C)noc3C)nc3c2C(=O)CC(C)(C)C3)cc1 | -0.89 | . | . | -18 | . | 7 | 5 | -16 | .
COc1ccccc1CNCc1cccs1 | 0.51 | 87 | 90 | . | 103 | . | . | . | 3
Cc1cc(C)c2cc(CN(CC3CCCO3)S(=O)(=O)c3ccc4c(c3)OCCO4)c(=O)[nH]c2c1 (stereo not drawn) | -2.5 | 62 | 74 | -21 | 102 | 15 | -40 | -193 | -10
CC1(C)Cc2c(sc(NC(=O)c3ccc(Br)o3)c2C#N)CO1 | -0.89 | 91 | 97 | -10 | 104 | 2 | -12 | -4 | 7
COc1ccc2c(=O)c(-c3ccccc3C)c(C)oc2c1 | -0.72 | 94 | 99 | 11 | 97 | 12 | -2 | -7 | -15
COc1ccc2[nH]c(=O)c(CN(CCO)S(=O)(=O)c3ccc4c(c3)OCCO4)cc2c1 | 0.9 | 76 | 88 | . | 103 | . | . | . | 4
CCc1ccc(Nc2oc(C)cc(=O)c2C(C)=O)cc1 | 0.14 | 95 | 96 | 28 | 108 | 6 | 6 | -19 | -17
Cc1cc(Nc2cccc(C(F)(F)F)c2)n2nc(C)nc2n1 | 0.61 | 75 | 78 | . | 91 | . | . | . | 3
CC(C)OC(=O)CSc1nnc(-c2ccc(C(C)(C)C)cc2)n1N | 0.62 | 88 | 97 | 4 | 106 | 11 | -4 | -18 | 7
Cc1c(Br)cc(C(=O)NCc2ccco2)c(C)c1C | -0.29 | 68 | 89 | . | 96 | . | . | . | 0
Cn1c(CCN2CCN(c3ccc(F)cc3)CC2)nc2cc(NC(=O)c3ccco3)ccc21 | 1 | 44 | 96 | 6 | 95 | 16 | -27 | -5 | 6
Cc1ccc(N2C(=O)c3ccccc3C2Nc2ccc(S(=O)(=O)N3CCCCC3)cc2)nc1 (stereo not drawn) | . | 80 | 97 | -3 | 102 | 4 | 1 | 7 | 9
CS(=O)(=O)N1CCN(c2ccccc2NC(=O)C(c2ccccc2)c2ccccc2)CC1 | -0.74 | 85 | 79 | -10 | 98 | 4 | 3 | 15 | -1
CCc1cc(N2CCOCC2)cc2c1[nH]c1ccccc12 | -0.75 | 67 | 86 | 10 | 101 | 22 | 0 | -21 | 11
O=C(CSc1nnc(-c2cccnc2)n1-c1ccccc1)NCc1ccc2c(c1)OCO2 | 0.9 | 81 | 101 | . | 102 | -15 | -37 | -67 | 1
CCOC(=O)c1[nH]cnc1C(=O)NC(C)C | 0.96 | 95 | 93 | 7 | 103 | 32 | -8 | -1 | 4
Clc1ccc(-c2nnc(-c3ccccc3)c(N3CCSCC3)n2)cc1 | -1.2 | . | . | -16 | . | -4 | 12 | -24 | .
COc1ccc(CN(C)C(c2ccccc2)c2nnnn2-c2ccccc2C)c(OC)c1C (stereo not drawn) | -0.96 | . | . | 0 | . | 3 | -16 | -2 | .
COc1cccc2cc(C(=O)N3CCN(C(=O)c4ccco4)CC3)c(=O)oc12 | 2 | 105 | 100 | -3 | 97 | 8 | -5 | -138 | -5
Cc1ccc(SCc2noc(C(=O)NC(C)C)c2C(=O)O)cc1C | . | . | . | 22 | . | 2 | -20 | 7 | .
CCOC(=O)c1c(NC(=O)CSc2nnc(-c3cccnc3)o2)sc(C(C)=O)c1C | 0.95 | 83 | 77 | 4 | 95 | 9 | -14 | 12 | -9[fluorescence artefact?]
Cc1cc(NC(=O)CN2CCN(c3ccccc3O)CC2)no1 | 1.1 | . | . | 1 | . | 32 | -2 | -26 | .
CCOc1c2ccc(C(=O)NCc3ccc(OC(F)(F)F)cc3)cc2nn1C | . | . | . | -7 | . | 8 | -2 | -31 | .
Cc1ccc(NC(=O)c2sc3nc[nH]c(=O)c3c2C)c(C)c1 | 0.06 | . | . | -10 | . | -2 | 6 | -21 | .
COc1cc2c(cc1OC)C(C(=O)NC1CC1)C1c3ccccc3CCN1C2=O (stereo not drawn) | . | . | . | -5 | . | 0 | -6 | -8 | .
CCCNC(=O)COC(=O)c1[nH]c(C)c(C(=O)OCC)c1C | 0.11 | 95 | 101 | 8 | 100 | 0 | -15 | -12 | 11
COc1ccc(CNC(=O)c2ccc(N3CCCC3=O)cc2)cc1 | 1.8 | 101 | 99 | -6 | 91 | -2 | -6 | -15 | -1
CC(C)COC(=O)c1cc(-c2ccc(/C=N/n3cnnc3)o2)ccc1Cl | 1.3 | 99 | 99 | -1 | 97 | 7 | -5 | -36 | 9
Cc1ccc(NC(=O)c2ccccc2O)cc1 | -0.94 | 81 | 96 | . | 94 | . | . | . | 13
COc1ccc(C(c2nnnn2C2CCCC2)N2CCc3ccccc3C2)cc1OC (stereo not drawn) | -2.2 | 81 | 95 | 1 | 91 | -11 | -17 | 4 | -11
CC(C)Oc1ccc(C2CC(=O)N(c3ccccc3)C2=O)cc1 (stereo not drawn) | -1.3 | 96 | 89 | -7 | 95 | -18 | -10 | -138 | 7
CCCNc1nc2c(c(=O)[nH]c(=O)n2C)n1CCC(C)C | -0.01 | 81 | 106 | 6 | 100 | 13 | -39 | -52 | 8
O=c1[nH]c2ccccc2n1CCCN1CCN(C(c2ccccc2)c2ccccc2)CC1 | . | 27* | 78 | . | 75 | . | . | . | 8
Cc1ccc(S(=O)(=O)n2cc(-c3ccccc3)c(N)n2)cc1 | 0.03 | 98 | 103 | 10 | 100 | 11 | 4 | 16 | -4
Cc1c(NC(=O)C(C#N)=C2CCCCC2)c(=O)n(-c2ccccc2)n1C | -0.54 | 53 | 93 | -11 | . | 4 | -25 | -28 | -1
COc1ccc(OC)c(S(=O)(=O)NC2CCN(Cc3ccccc3)CC2)c1 | 0.93 | 76 | 90 | -12 | 103 | 2 | 7 | -8 | 11
O=C(CSc1nnc(-c2cccs2)n1-c1ccccc1)c1ccc2c(c1)OCCO2 | -0.87 | 17* | 34 | . | 77 | . | . | . | -19[fluorescence artefact?]

(next part)
SMILES | Pyk2 oligo antag | H69AR inhibit | HUVEC prolif 384 | F-actin modifier | Lung fibro prol | VCAM1 TNFa inh | TNFa cytotox | HUVEC tox IL1B | Smad3 inh
c1ccc(OCc2nc(-c3cccs3)no2)cc1 | -0.3 | 100 | 108 | 0 | 104 | 7 | -7 | 25 | 2
CCC1Oc2ccc(C)cc2N(CC(=O)NCCCN2CCCCC2CC)C1=O (stereo not drawn) | 0.04 | 73 | 86 | 8 | 99 | 4 | -16 | 26 | -10
COc1cc(OC)c(-n2c(C)cc(C=O)c2C)cc1Cl | 0.02 | 104 | 108 | -2 | 101 | -10 | -20 | -5 | 3
COC(=O)c1c(C(=O)OC)c2n(c1C)Cc1ccccc1C2 | 0.5 | 78 | 88 | -4 | . | 6 | -13 | -29 | 2
Cc1nc(NC2=NCN(CCc3ccccc3)CN2)nc2ccccc12 | . | 65 | 87 | . | 84 | . | . | . | -13
O=C(COc1ccc(Br)cc1)N1CCC(c2ccccc2)C1 (stereo not drawn) | 1.1 | 93 | 109 | -9 | 98 | 15 | 13 | -26 | -4
CCN(CC)CCn1c(NCc2cccc(OC)c2)nc2ccccc21 | 0.29 | 96 | 97 | -10 | 98 | -2 | 59 | 23 | -3
O=C(CCNC(=O)c1ccc(Br)o1)NCc1ccc(Cl)cc1 | -0.51 | 92 | 92 | -1 | 94 | 2 | -6 | -1 | 1
CCN1CCN(C(=S)Nc2ccc(Cl)cc2Cl)CC1 | -0.15 | 103 | 90 | 23 | 105 | -2 | -5 | -33 | -10
Cc1cc(Cl)ccc1NC(=S)NCc1ccc(Cl)cc1 | -1.3 | . | . | 3 | . | 2 | -9 | 46 | .
CCC1Oc2ccc(C)cc2N(CC(=O)NCCCN2CCN(Cc3ccccc3)CC2)C1=O (stereo not drawn) | 2.8 | 77 | 85 | . | 96 | . | . | . | 0
COc1ccccc1C1SCCN1S(=O)(=O)c1cccc(C(F)(F)F)c1 (stereo not drawn) | -2.1 | 74 | 97 | -5 | 87 | -4 | 0 | -35 | 2
Cc1cc(C)nc(SCC(=O)Nc2ccc(S(=O)(=O)NC(C)(C)C)cc2)n1 | 1.4 | 96 | 103 | . | 97 | -2 | -8 | 12 | 8
O=S(=O)(NCc1cccnc1)c1ccc(Cl)nc1 | 0.09 | . | . | 15 | . | 0 | -5 | 8 | .
O=C(Nc1c(C(=O)N2CCCCC2)cnn1-c1ccccc1)c1ccco1 | 0.88 | 100 | 103 | 8 | 93 | -38 | -38 | -27 | 5
Cc1ccc(N(C)S(=O)(=O)c2ccc(C)cc2)cc1 | -1.2 | 101 | 106 | -21 | 102 | 1 | -6 | -6 | 12
Cc1cccc(Cn2c(NCC(C)O)nc3c2c(=O)n(C)c(=O)n3C)c1 (stereo not drawn) | 1.2 | 104 | 116 | 12 | 100 | 16 | -12 | -51 | 2

Some entries already given with just HUVEC prolif 384, Smad3 inh and Lung fibro prol.
Compound,HUVEC prolif 384,Smad3 inh,Lung fibro prol
COc1ccccc1CNCc1cccs1,90,3,103
Cc1cc(C)c2cc(CN(CC3CCCO3)S(=O)(=O)c3ccc4c(c3)OCCO4)c(=O)[nH]c2c1 (stereo not drawn),74,-10,102
